Compound activity: PubChem, National Center for Advancing Translational Sciences (NCATS)
CBFb RUNX1 block – CBF-beta/RUNX1 interaction disruption. Potency, µM (doses to about 59.8 µM), inactives show at the highest dose activity, negative = inhibition, hits mostly inhibitors. 230,000 tested, under 10 active. Q01196+Q13951. AID 1477. AlphaScreen CBFb-His/RUNX1-biotin binding, biochemical; further: % of control where 0% means no effect
Target sequence (Q01196 whole entry, looked up): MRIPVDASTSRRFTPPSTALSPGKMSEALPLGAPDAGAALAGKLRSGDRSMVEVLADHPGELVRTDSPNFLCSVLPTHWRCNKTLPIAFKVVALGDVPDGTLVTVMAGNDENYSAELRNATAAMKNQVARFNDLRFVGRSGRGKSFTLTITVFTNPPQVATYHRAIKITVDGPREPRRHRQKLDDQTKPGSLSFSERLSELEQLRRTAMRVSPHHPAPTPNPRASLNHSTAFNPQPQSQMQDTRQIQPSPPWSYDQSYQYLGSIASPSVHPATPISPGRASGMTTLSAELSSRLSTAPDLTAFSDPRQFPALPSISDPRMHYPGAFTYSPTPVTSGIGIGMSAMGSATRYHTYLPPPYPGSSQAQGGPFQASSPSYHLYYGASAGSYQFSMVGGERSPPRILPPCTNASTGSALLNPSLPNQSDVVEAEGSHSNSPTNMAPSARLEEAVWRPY
Target sequence (Q13951 whole entry, looked up): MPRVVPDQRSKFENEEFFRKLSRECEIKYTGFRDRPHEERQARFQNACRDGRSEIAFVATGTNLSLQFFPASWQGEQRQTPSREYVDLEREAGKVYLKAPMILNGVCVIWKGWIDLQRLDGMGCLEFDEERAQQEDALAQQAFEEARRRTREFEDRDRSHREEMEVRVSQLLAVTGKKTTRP
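Room-temperature protein-protein interaction test with 30 nM each of His-tagged CBF-beta and biotinylated RUNX1, 15 min with compound, then 90 min with nickel plus streptavidin beads. Signal read in AlphaScreen mode.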
Lamin A splicing – LMNA splicing modulation | HeLa LMNA splicing GFP/RFP minigene ratio, 48 h | Potency, µM (titrated, usually from 46.1 µM), without a hit: top-dose ratio change, negative = inhibition, usual class: inhibitors | 200,000 tested, 0.01% active; active means well fitted inhibition curve with a large enough effect in the signal ratio, with a control signal flat, not every such curve was filed as active; inconclusive means small, poorly fitted or top-dose-only effect, or effect the other way, or a change in a side signal; the % refers to the signal ratio; further: potency means the concentration at half of the fitted maximal effect; on the % scale 0 is the no-effect control and ±100 the full control effect
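S3 HeLa cells stably expressing lamin A-EGFP splicing minigene plus DsRed2, 600 cells/well, 48 h compound exposure at 37C. Laser-scanning cytometry; analysed as GFP (500-530 nm)/RFP (575-640 nm) total intensity ratio; 0.5% DMSO vehicle.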
HTT aggregate – reduces HttQ103-GFP aggregates in PC12 cells; 220,000 tested, 1.1% active; Potency, µM (doses to about 46.1 µM), without a hit: at the top dose activity change, negative = inhibition, most hits filed as inhibitors; PC12 HttQ103-GFP aggregates, Acumen cytometry, 40 h; further: potency means the concentration at half of the fitted maximal effect; on the % scale 0 is the no-effect control and ±100 the full control effect; nearly all actives have a fitted effect of over 60% in size
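Aggregate formation scored by laser-scanning cytometer (488 excitation, 500–530 emission) in lysed PC12 cells expressing Q103-GFP after 100 nM tebufenozide induction; library tested in dose series, with ATPLite reagent added in the multiplex.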
Epigenetic reg – regulators of epigenetic silencing causing reporter derepression in mouse cells. Potency, µM (series often up to 53.9 µM), for inactives: at the top dose GFP activation, most hits filed as activators. 280,000 tested, 0.2% active. murine LDR cells, GFP reporter derepression, 30 h. AID 1865; further: potency means the concentration at half of the fitted maximal effect; % of control where 0% means no effect; nearly all actives have a fitted effect of over 60% in size
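In this reporter-derepression format, murine cells bearing a silenced integrated CMV-GFP locus incubate with test compound (30 h, 37 C), then are washed and imaged; fluorescent objects of 20–120 um count as induced cells.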
NPSR antagonist – blocks cAMP signaling of the human neuropeptide S receptor; Q6W5P4; CHO-NPSR cells, cAMP TR-FRET, antagonist mode; Potency, µM (highest dose often 38.3 µM), without a hit: top-dose activity change, negative = inhibition, actives largely listed as inhibitors; 220,000 tested, 1% active; AID 1461; further: potency means the concentration at half of the fitted maximal effect; on the % scale 0 is the no-effect control and ±100 the full control effect; nearly all actives have a fitted effect of over 50% in size; many of its hits are not listed in these tables
Target sequence (Q6W5P4 whole entry, looked up): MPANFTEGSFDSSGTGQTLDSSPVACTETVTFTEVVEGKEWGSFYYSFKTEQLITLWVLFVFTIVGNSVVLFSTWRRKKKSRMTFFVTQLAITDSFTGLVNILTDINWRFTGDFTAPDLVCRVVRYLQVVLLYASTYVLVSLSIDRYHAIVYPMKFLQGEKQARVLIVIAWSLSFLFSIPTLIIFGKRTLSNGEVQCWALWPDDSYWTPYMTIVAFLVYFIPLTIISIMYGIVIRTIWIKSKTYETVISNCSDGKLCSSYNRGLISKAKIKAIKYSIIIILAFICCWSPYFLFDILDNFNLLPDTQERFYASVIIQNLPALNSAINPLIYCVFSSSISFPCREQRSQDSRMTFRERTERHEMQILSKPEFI
KinaseGlo FLuc – blocks Kinase-Glo luciferase, a counter-screen artifact | Kinase-Glo luciferase, ATP luminescence, 8 min | 200,000 tested, 0.28% active | AID 1379 | Potency, µM (doses to about 38.3 µM), for the others: at the highest dose activity change, negative = inhibition, hits mostly inhibitors; further: potency means the concentration at half of the fitted maximal effect; on the % scale 0 is the no-effect control and ±100 the full control effect; nearly all actives have a fitted effect of over 60% in size
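Inhibition of Kinase-Glo luciferase light generation was assessed at 10 uM ATP in pH 7.2 imidazole buffer, with luminescence measured after eight minutes at ambient temperature.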
IMPase Li inh – cell-permeable IMPase inhibitors with lithium potentiation; CHO-M1 cells, IP1 TR-FRET (IP-One), carbachol + lithium; Potency, µM (series often up to 59.4 µM), without a hit: at the top dose activity, negative = IMPase inhibition, actives largely listed as inhibitors; AID 1457; 210,000 tested, 0.35% active;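 further: IP1 builds up when IMPase is blocked and the TR-FRET signal falls; potency means the concentration at half of the fitted maximal effect; plate controls were basal vehicle for no effect and high inhibitor control for full effect; nearly all actives have a fitted effect of over 50% in size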
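Concentration–response in CHO-M1 cells, lithium-potentiated; 30 min at 37C. IP1 detected by competitive TR-FRET after 10 min lysis at RT. Hill-fitted AC50.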
An asterisk follows results filed as active; [ ] = remark or other dose. Unless noted, the call rests on the fitted dose curve; in most records, active means well fitted curve in the direction sought with a large enough effect; inconclusive means small, poorly fitted or top-dose-only effect, or another doubt; inactive means no such curve, though single readings can be large; an effect the other way counts as inactive or inconclusive.

For CCC1(C(=O)OC)NC(c2ccco2)C2C(=O)N(c3ccc(C)cc3)C(=O)C21 (stereo not drawn) the results were CBFb RUNX1 block 3%, Lamin A splicing 8%, HTT aggregate -3%, Epigenetic reg 0.7%, NPSR antagonist -2%[46.1 µM], KinaseGlo FLuc 1% and IMPase Li inh -7%[38.3 µM].
Cc1ccc(CNC(=O)c2c(C)cc(=O)oc2C)cc1 was read as CBFb RUNX1 block 1%, Lamin A splicing -6%, HTT aggregate 21%, Epigenetic reg -0.9%, NPSR antagonist -8%[46.1 µM], KinaseGlo FLuc 2% and IMPase Li inh 4%[38.3 µM].
For CCn1nccc1C(=O)Nc1ccc(S(=O)(=O)NC23CC4CC(CC(C4)C2)C3)cc1 the results were CBFb RUNX1 block 5%, Lamin A splicing inconclusive, HTT aggregate -4%, Epigenetic reg -0.8%, NPSR antagonist inconclusive, KinaseGlo FLuc 0% and IMPase Li inh 7%.
Screening O=C(CSc1nnc(SCc2cccc3ccccc23)s1)N/N=C/C=C/c1ccccc1[N+](=O)[O-] returned CBFb RUNX1 block -25%, Lamin A splicing -1%, HTT aggregate 22%, Epigenetic reg 0.9%, NPSR antagonist -8%, KinaseGlo FLuc 0% and IMPase Li inh 6%.
Screening Cc1ccc2c(c1)NC(=O)C(CC(=O)O)O2 (stereo not drawn) returned CBFb RUNX1 block 1%, Lamin A splicing 4%, HTT aggregate -3%, Epigenetic reg -5.6%, NPSR antagonist 3%[46.1 µM], KinaseGlo FLuc -2% and IMPase Li inh 3%[38.3 µM].
For Cc1ccc(NC(=O)CNCCCN2CCOCC2)cc1S(=O)(=O)N1CCCCC1 the results were CBFb RUNX1 block -28%, HTT aggregate 7%[9.22 µM], Epigenetic reg 0.0% and NPSR antagonist -26%.
`COCCCNC(=O)Nc1ccc2c(c1)N(C)C(=O)CS2` gave CBFb RUNX1 block -4%, Lamin A splicing 15%, HTT aggregate -5%, Epigenetic reg -1.3%, NPSR antagonist -6%[46.1 µM], KinaseGlo FLuc 18% and IMPase Li inh 19%[38.3 µM].
Screening O=C(CCN1CCCCCC1)Nc1ccc(F)cc1 returned CBFb RUNX1 block 3%, Lamin A splicing 3%, HTT aggregate -15%, Epigenetic reg 4.9%, NPSR antagonist -13%[7.67 µM], KinaseGlo FLuc -10% and IMPase Li inh 12%[38.3 µM].
`O=C1NC(Nc2nc3ccccc3s2)(C(F)(F)F)C(=O)N1C1CCCCC1` (stereo not drawn) gave CBFb RUNX1 block 0%, Lamin A splicing 8%, HTT aggregate inconclusive, Epigenetic reg 0.0%, NPSR antagonist inconclusive, KinaseGlo FLuc -4% and IMPase Li inh 39%[activator][38.3 µM].
For O=C(Nc1ccccc1)N1CCSCC1 the results were CBFb RUNX1 block 8%, Lamin A splicing 0%, HTT aggregate 7%, Epigenetic reg -1.1%, NPSR antagonist -9%[46.1 µM], KinaseGlo FLuc -1% and IMPase Li inh 15%[38.3 µM].
CCOc1ccc(-c2cc(C(=O)NN3CCN(C)CC3)c3cc(Cl)ccc3n2)cc1 was read as CBFb RUNX1 block 3%, Lamin A splicing -7%, HTT aggregate 2%, Epigenetic reg -1.0%, NPSR antagonist 16%, KinaseGlo FLuc 0% and IMPase Li inh 3%.
Screening COc1cc(OC)nc(N/N=C(\c2ccccc2)c2ccncc2)n1 returned CBFb RUNX1 block -2%, Lamin A splicing 17%, HTT aggregate 8%, Epigenetic reg 0.0%, NPSR antagonist 10%, KinaseGlo FLuc 2% and IMPase Li inh 12%.

Next part, overlapping the part above by three compounds.
For O=C(Nc1ccccc1)N1CCSCC1 the results were CBFb RUNX1 block 8%, Lamin A splicing 0%, HTT aggregate 7%, Epigenetic reg -1.1%, NPSR antagonist -9%[46.1 µM], KinaseGlo FLuc -1% and IMPase Li inh 15%[38.3 µM].
CCOc1ccc(-c2cc(C(=O)NN3CCN(C)CC3)c3cc(Cl)ccc3n2)cc1 was read as CBFb RUNX1 block 3%, Lamin A splicing -7%, HTT aggregate 2%, Epigenetic reg -1.0%, NPSR antagonist 16%, KinaseGlo FLuc 0% and IMPase Li inh 3%.
Screening COc1cc(OC)nc(N/N=C(\c2ccccc2)c2ccncc2)n1 returned CBFb RUNX1 block -2%, Lamin A splicing 17%, HTT aggregate 8%, Epigenetic reg 0.0%, NPSR antagonist 10%, KinaseGlo FLuc 2% and IMPase Li inh 12%.
CCS(=O)(=O)N1CCN(c2ccnc3cc(Cl)ccc23)CC1 was read as CBFb RUNX1 block 5%, HTT aggregate -7%[9.22 µM], Epigenetic reg 3.1% and NPSR antagonist 10%.
For O=C(COc1ccccc1)NC(Cc1c[nH]c2ccccc12)C(=O)O (stereo not drawn) the results were CBFb RUNX1 block 14%, Lamin A splicing -6%, HTT aggregate 1%, Epigenetic reg 1.7%, NPSR antagonist 8%[46.1 µM], KinaseGlo FLuc -1% and IMPase Li inh 1%[38.3 µM].
`COc1cccc(COc2ncnc3sccc23)c1` gave CBFb RUNX1 block 13%, Lamin A splicing 7%[9.22 µM], HTT aggregate -7%, Epigenetic reg 0.0%, NPSR antagonist -1%, KinaseGlo FLuc -1% and IMPase Li inh 2%.
CCOc1ccccc1N1CCN(S(=O)(=O)c2ccc(F)c(F)c2)CC1 was read as CBFb RUNX1 block 14%, Lamin A splicing 2%, HTT aggregate -6%, Epigenetic reg -4.5%, NPSR antagonist -11%[46.1 µM], KinaseGlo FLuc 4% and IMPase Li inh 13%[38.3 µM].
CCn1c(=S)[nH]c2c(c1=O)C(C)(C)Cc1ccccc1-2 was read as CBFb RUNX1 block -7%, Lamin A splicing inconclusive, HTT aggregate 14%[9.22 µM], Epigenetic reg 0.1%, NPSR antagonist inconclusive, KinaseGlo FLuc -3% and IMPase Li inh 4.5µM*.
For O=C(CSc1ncccn1)Nc1ccc2c(c1)CCC2 the results were CBFb RUNX1 block 13%, HTT aggregate -17%[9.22 µM], Epigenetic reg 0.0% and NPSR antagonist 8%.
Screening COCC(C)NC(=O)CCc1nnc(C2(c3ccc(Cl)cc3)CCC2)o1 (stereo not drawn) returned CBFb RUNX1 block 26%, HTT aggregate -6%[9.22 µM], Epigenetic reg -0.1%, NPSR antagonist 5% and IMPase Li inh 3%.
`CCOc1ccc(NS(=O)(=O)c2cc(NC(=O)CCS(=O)(=O)c3ccc(C)cc3)ccc2OC)cc1` gave CBFb RUNX1 block 3%, Lamin A splicing -12%, HTT aggregate 18%, Epigenetic reg -1.3%, NPSR antagonist 5%, KinaseGlo FLuc -2% and IMPase Li inh -10%.
For CC(=O)Oc1ccc(C(=O)[C@H]2[C@H]3C(=O)N(c4cccc5ccccc45)C(=O)[C@H]3[C@@H]3C=CC=NN32)cc1 the results were CBFb RUNX1 block -4%, Lamin A splicing -3%, HTT aggregate -1%, Epigenetic reg 0.0%, NPSR antagonist -2%, KinaseGlo FLuc -2% and IMPase Li inh 3%.
`CCN(CC)S(=O)(=O)c1cc(NC(=O)Cn2cnc3ccccc3c2=O)ccc1C` gave CBFb RUNX1 block -6%, Lamin A splicing -27%, HTT aggregate 1%, Epigenetic reg 0.0%, NPSR antagonist -6%[46.1 µM], KinaseGlo FLuc -2% and IMPase Li inh 10%[38.3 µM].
Screening S=C(NC1CCCCC1)N(CCc1ccccc1)CCc1ccccc1 returned CBFb RUNX1 block 24%, Lamin A splicing -16%, HTT aggregate inconclusive, Epigenetic reg -0.9% and NPSR antagonist 23%[46.1 µM].
O=C(COCc1nc2ccccc2c(=O)[nH]1)NCC1CCCCC1 was read as CBFb RUNX1 block 2%, Lamin A splicing -4%, HTT aggregate -11%, Epigenetic reg -0.8%, NPSR antagonist -1%[46.1 µM], KinaseGlo FLuc 0% and IMPase Li inh 3%.
`CCNC(=O)c1ccc(NS(=O)(=O)c2ccccc2)cc1` gave CBFb RUNX1 block 5%, Lamin A splicing -2%, HTT aggregate -13%, Epigenetic reg 0.0%, NPSR antagonist -1%[46.1 µM], KinaseGlo FLuc 4% and IMPase Li inh 10%[38.3 µM].
C=C(C)CSc1nnc(-c2ccc(OC)cc2)n1N was read as CBFb RUNX1 block 3%, Lamin A splicing 14%, HTT aggregate 6%, Epigenetic reg -1.1%, NPSR antagonist -3%[46.1 µM], KinaseGlo FLuc -4% and IMPase Li inh -9%[38.3 µM].
`Cc1ccc(-n2c(SCC(N)=O)nnc2-c2ccccn2)cc1` gave CBFb RUNX1 block -9%, Lamin A splicing 1%, HTT aggregate -4%, Epigenetic reg -1.0%, NPSR antagonist -2%[46.1 µM], KinaseGlo FLuc 5% and IMPase Li inh 7%[38.3 µM].
For CN(C)c1ccc(C(c2ccc(N(C)C)cc2)c2ccc([N+](=O)[O-])cc2)cc1 the results were HTT aggregate -4%[9.22 µM], Epigenetic reg 6.1%, NPSR antagonist 53%, KinaseGlo FLuc -3%[7.66 µM] and IMPase Li inh 11%.
`Cc1ccc(NS(=O)(=O)c2cccc(C(=O)NCCc3c[nH]c4ccccc34)c2)c(C)c1` gave CBFb RUNX1 block -4%, Lamin A splicing inconclusive, HTT aggregate inconclusive, Epigenetic reg -0.9% and NPSR antagonist -20%[46.1 µM].
CCOC(=O)N1CCN(C(=O)c2ccccc2CCc2ccccc2)CC1 was read as CBFb RUNX1 block 8%, Lamin A splicing 14%, HTT aggregate 5%, Epigenetic reg -0.8%, NPSR antagonist -5%[46.1 µM], KinaseGlo FLuc 1% and IMPase Li inh 15%[38.3 µM].
O=C(COC(=O)c1ccco1)NC(c1ccccc1)c1ccccc1 was read as CBFb RUNX1 block 6%, HTT aggregate 7%, Epigenetic reg 0.2%, NPSR antagonist 7%, KinaseGlo FLuc 0% and IMPase Li inh -7%.
For Cc1onc(-c2c(F)cccc2Cl)c1C(=O)OCC(=O)NCc1ccco1 the results were CBFb RUNX1 block -11%, Lamin A splicing 9%, HTT aggregate 3%, Epigenetic reg 0.0%, NPSR antagonist -15%[46.1 µM], KinaseGlo FLuc -1% and IMPase Li inh 21%[38.3 µM].
`CCOc1cc(C(=O)Nc2ccc(S(=O)(=O)Nc3cc(C)on3)cc2)cc(OCC)c1OCC` gave CBFb RUNX1 block 3%, Lamin A splicing 18%, HTT aggregate 2%, Epigenetic reg 0.0%, NPSR antagonist -21%[46.1 µM], KinaseGlo FLuc -1% and IMPase Li inh 12%[38.3 µM].
CN(C(=O)CCN1C(=O)C(C)(C)Nc2ccccc21)c1ccccc1 was read as CBFb RUNX1 block 7%, Lamin A splicing -1%, HTT aggregate 13%, Epigenetic reg 1.4%, NPSR antagonist -14%[46.1 µM], KinaseGlo FLuc -3% and IMPase Li inh 19%[38.3 µM].

The list is partial; rates above refer to the full screens.
